From PubChem BioAssay
PrPC TRFRET = reduces human prion protein on the cell surface | P04156 | cell surface PrPC, TR-FRET read-out | inhibition, % at 13.8 µM | 0.43% of 370,000 active; in the data active = inhibition above about 24%; note: 0% = median of the test wells and 100% = reference compound wells
CCHF vOTU inh = CCHFV vOTU protease inhibition. Pep-AMC fluorescence. inhibition, % at 11.5 µM. 0.55% of 370,000 active; in the data active = inhibition above about 30%; note: 0% = vehicle wells with enzyme and 100% = no enzyme wells
BoNT A protease = blocks Botulinum neurotoxin A light chain protease; 0.17% of 360,000 active; multiplex microsphere protease substrate cleavage, flow cytometry; AID 588499; inhibition, % at 10 µM; note: plate controls were buffer without enzyme for full effect and enzyme alone for no effect
BoNT F protease = BoNT F light chain protease inhibition; 0.22% of 360,000 active; Multiplex microsphere protease cleavage assay, flow cytometry; AID 588497; inhibition, % at 10 µM; in the data active = inhibition above about 35%, passing the limit was not always enough; inconclusive = no clear call, values can overlap the other calls; note: plate controls were buffer without enzyme for full effect and enzyme alone for no effect
Anthrax LF prot = anthrax lethal factor protease inhibition; P15917; multiplex microsphere protease cleavage assay, LF; inhibition, % at 10 µM; 0.12% of 360,000 active; note: plate controls were buffer without enzyme for full effect and enzyme alone for no effect
TcdB GH inh = inhibitors of Clostridioides difficile toxin B glycohydrolase; P18177; AID 652162; 0.24% of 350,000 active; TcdB glycohydrolase enzymatic assay, plate reader; inhibition, % at 9.99 µM; in the data active = inhibition above about 10%
Yp Topo-I inh = inhibitors of Yersinia pestis topoisomerase I. Y. pestis Topo-I cleavage product accumulation, plate reader. 0.064% of 360,000 active. activity, % at 10 µM; in the data active = activity above about 50%, passing the limit was not always enough; inconclusive = no clear call, values can overlap the other calls; note: inactives centre near 2
PfHsp40 yeast = compounds rescuing yeast from Plasmodium falciparum HSP40 toxicity; S. cerevisiae expressing PfHsp40, growth rescue, ATP luminescence; growth rescue, % at 12.5 µM; 0.68% of 340,000 active; AID 504582; in the data active = growth rescue above about 28%, passing the limit was not always enough; inconclusive = no clear call, values can overlap the other calls;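 note: yeast W303a lacking pdr1 and pdr3 grown in galactose medium; growth measured after three days at 30 °C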
FadD28 FP inh = blocks FadD28 binding to the bisubstrate probe; fluorescence polarization; inhibition, % at 12.5 µM; 0.22% of 360,000 active; in the data active = inhibition above about 8.5%, passing the limit was not always enough; inconclusive = no clear call, values can overlap the other calls
* marks the source's active call; other numbers are inactive results; ? = inconclusive; . = not tested or not shown. Cut-off read from the data, not from the text of the source, unless noted: active = inhibition above about 30%; inconclusive = no clear call, values can overlap the other calls; inactive = below that.

Short forms: A = PrPC TRFRET; B = CCHF vOTU inh; C = BoNT A protease; D = BoNT F protease; E = Anthrax LF prot; F = TcdB GH inh; G = Yp Topo-I inh; H = PfHsp40 yeast; I = FadD28 FP inh
O=S1(=O)CCN(Cc2ccc(F)cc2)CC1
  A: -11; B: 2; C: 0.5; D: -2; E: 0; F: 1.2; G: 0; H: 0.5; I: -2.0

O=C(CC1C(=O)NCCN1Cc1ccc(F)cc1)NC1CCCCCCC1 (stereo not given)
  A: -1; B: 12; C: .; D: .; E: .; F: -0.6; G: 6; H: 0.3; I: -2.5

CCCCOc1ccc(C(=O)N/C(=C\c2ccc(OC)cc2)C(=O)OCc2ccco2)cc1
  A: 10; B: 10; C: -0.7; D: -11; E: -5; F: .; G: 23; H: 3.5; I: -0.6

Cc1ccccc1-c1nnc(SCC(=O)NCc2ccc3c(c2)OCO3)n1C
  A: 0; B: 0; C: 0.3; D: 1; E: -2; F: .; G: 5; H: -0.7; I: -3.6

COc1ccccc1CNC(=O)CCCC(=O)n1nc(C)c2ccccc21
  A: -3; B: 16; C: -1.7; D: -1; E: 1; F: -0.1; G: 26; H: -1.3; I: -0.2

COc1ccc(F)cc1S(=O)(=O)Nc1cc2c3c(c1)CCC(=O)N3CCC2
  A: 4; B: -13; C: 0.1; D: 4; E: 2; F: 0.1; G: 13; H: 0.0; I: -0.7

Cc1ccc(-n2c(Cc3noc4ccccc34)n[nH]c2=S)cc1
  A: -5; B: -10; C: 0.1; D: -3; E: -2; F: 1.3; G: 8; H: -0.1; I: -0.1

COc1ccc(-c2cnc[nH]2)cc1
  A: 2; B: 9; C: -0.9; D: 3; E: -3; F: 1.7; G: -4; H: -0.7; I: 0.7

Cc1ccc(C(=O)NNC(=O)COC(=O)COc2ccccc2C#N)cc1
  A: 0; B: 0; C: 0.0; D: 2; E: -7; F: 2.2; G: 3; H: -0.2; I: -0.4

O=C1/C(=N\O)Cc2ccccc21
  A: -3; B: 4; C: -1.2; D: -3; E: -2; F: .; G: 5; H: -0.3; I: -2.9

COc1ccc(NC(=O)CSc2nc(O)c(Cc3ccccc3)c(=O)[nH]2)cc1
  A: 1; B: -9; C: ?; D: 1; E: -1; F: .; G: -10; H: 0.3; I: -2.5

CCCCNC(=O)C1CCCN1C(=O)Nc1ccccc1 (stereo not given)
  A: -2; B: -3; C: 0.6; D: 8; E: -4; F: .; G: -1; H: 0.4; I: -3.2

COc1ccccc1COn1c(=O)c(-c2ccco2)[n+]([O-])c2ccccc21
  A: -9; B: 5; C: 0.1; D: -2; E: -5; F: 1.5; G: 8; H: -0.6; I: 0.5

CC[C@]12c3[nH]c4ccc(Cl)cc4c3CCN1C(=O)[C@@H](CC(=O)NCCN1CCOCC1)C[C@@H]2C(=O)N1CCN(C(=O)C2CC2)CC1
  A: -5; B: -5; C: -0.2; D: -3; E: 1; F: 0.5; G: 9; H: -0.1; I: 0.4

Cc1ccc(CNC(=O)CCCn2c(=O)c3ccccc3n(CC(=O)NC3CCCC3)c2=O)cc1
  A: -3; B: 2; C: -0.2; D: 4; E: -1; F: .; G: 16; H: 0.4; I: -1.0

COc1cc(C(C)=O)ccc1OCC(O)CN1CCN(S(=O)(=O)c2ccccc2)CC1 (stereo not given)
  A: -6; B: 0; C: 1.0; D: 0; E: 1; F: .; G: 9; H: -1.4; I: -5.2

C=CCNC(=O)NC(=O)COn1nnc2ccc(S(=O)(=O)N(C)C)cc21
  A: 4; B: -2; C: -0.7; D: 6; E: 0; F: .; G: 3; H: 0.1; I: -1.0

O=C(Nc1ccccc1Cc1ccccc1)c1ccccc1F
  A: -10; B: 23; C: -0.1; D: -19; E: -9; F: -6.8; G: 13; H: 1.0; I: -2.3

O=C(COC(=O)c1ccc(S(=O)(=O)Nc2ccccc2)cc1)NCc1ccco1
  A: -12; B: -8; C: 0.7; D: -12; E: 5; F: .; G: 1; H: 9.1; I: -2.2

COc1ccc(C(=O)NC2CC2)cc1OC1CCN(Cc2ccc(SC)cc2)CC1
  A: -3; B: -8; C: .; D: .; E: .; F: 0.5; G: 3; H: 0.2; I: -2.9

COc1ccc(CCN2C(=O)NC(NC(=O)C(C)(C)C)(C(F)(F)F)C2=O)cc1OC (stereo not given)
  A: 5; B: -5; C: -0.6; D: 2; E: -1; F: 0.5; G: -1; H: -0.5; I: -0.4

CC(C)C(=O)Nc1cccc(N2CCN(CCCN3C(=O)C4CCCCN4C3=O)CC2)c1 (stereo not given)
  A: 3; B: -9; C: 0.0; D: ?; E: -27; F: -0.4; G: -4; H: -2.1; I: -4.0

CC(=O)NCc1ccc(C(=O)O)cc1
  A: -2; B: 13; C: 0.7; D: 4; E: -2; F: 0.8; G: 1; H: -0.7; I: -3.7

C#CCNc1nc(C)nc2c1nnn2Cc1ccccc1F
  A: 5; B: 5; C: -0.3; D: 14; E: -1; F: .; G: 2; H: -0.2; I: -0.4

Cc1ccc(OCC(=O)N/N=C\c2cccn2C)c([N+](=O)[O-])c1
  A: -4; B: 3; C: 1.3; D: -3; E: -2; F: 0.5; G: 21; H: 3.7; I: .

c1ccc(COc2cncc(-c3cccnc3)c2)cc1
  A: 2; B: 22; C: -0.5; D: -6; E: 2; F: -4.3; G: 9; H: -0.2; I: -2.8

COCCn1c(-c2ccc(Cl)cc2Cl)nc2c(c(=O)c3ccccc3n2C)c1=O
  A: 2; B: -10; C: 0.3; D: -1; E: 2; F: 1.5; G: 3; H: 0.3; I: -3.4

C[C@H](NC(=O)c1nc[nH]c1C(=O)N[C@@H](C)C(=O)OCc1ccccc1)C(=O)OCc1ccccc1
  A: 1; B: 10; C: -0.1; D: 5; E: -1; F: 1.2; G: 0; H: 2.9; I: -0.9

COc1ccc(C2=NN(C(=O)c3ccc(Cl)c([N+](=O)[O-])c3)C(c3ccccc3)C2)cc1 (stereo not given)
  A: 2; B: 8; C: -1.5; D: 7; E: 0; F: 0.0; G: -3; H: -1.3; I: -1.5

COc1ccc(NC(=O)CN(C)C(=O)c2c(C)nn(Cc3ccccc3)c2C)cc1
  A: 7; B: 4; C: 3.4; D: 0; E: -2; F: 1.3; G: -1; H: -0.7; I: -2.2

CC(C)c1ccc(OCC(=O)Nc2ccc3oc(=O)ccc3c2)cc1
  A: 7; B: 13; C: -3.8; D: -10; E: -4; F: 0.8; G: 29; H: 0.0; I: -0.3

COC(=O)c1cccn(CC(=O)c2ccc(Cl)cc2Cl)c1=O
  A: -4; B: -8; C: 0.7; D: -7; E: 0; F: 0.2; G: 4; H: -1.1; I: -1.6

COc1ccc(Cn2nnnc2C(c2ccc(N(C)C)cc2)N2CCC(C(N)=O)CC2)cc1 (stereo not given)
  A: -1; B: -10; C: -0.9; D: -6; E: -9; F: -0.1; G: 5; H: -0.5; I: -0.8

Cc1ccccc1N1C(=O)C(Cc2ccc(F)cc2)S/C1=C(\C#N)C(N)=O (stereo not given)
  A: -4; B: -13; C: 0.2; D: -1; E: -10; F: 1.8; G: 6; H: .; I: -4.6

Cc1cc(NC(=O)C2(C)CCN2C(C)C)c2ccccc2n1 (stereo not given)
  A: 2; B: 4; C: -0.2; D: 7; E: 2; F: 0.2; G: 3; H: .; I: -1.4

O=C(NCC1CCCO1)c1cc([N+](=O)[O-])ccc1N1CCC(Cc2ccccc2)CC1 (stereo not given)
  A: -1; B: 5; C: 0.0; D: -10; E: 4; F: 1.0; G: 38; H: ?; I: -0.1

CC(=O)NC1CC(C)(C)N(OC(C)=O)C(C)(C)C1
  A: 3; B: -3; C: -1.1; D: -2; E: 5; F: .; G: 7; H: 0.6; I: 0.5

CC1CCCC(NC(=O)CCCCCn2c(=S)[nH]c3ccsc3c2=O)C1C (stereo not given)
  A: 6; B: 5; C: 0.0; D: -2; E: 1; F: -5.6; G: 9; H: .; I: -0.1

CCC1(c2ccccc2)ON(c2c(Br)cccc2Br)C1=O (stereo not given)
  A: 5; B: -3; C: 0.3; D: 2; E: -2; F: 1.3; G: 8; H: 4.8; I: -1.7

Nc1n[nH]c(=S)n1-c1ccc(Cl)cc1
  A: 2; B: -14; C: 1.8; D: 2; E: -12; F: 1.6; G: 4; H: 2.1; I: -2.7

CC1(C)C[C@@H]2C[C@@](C)(CN2C(=O)c2ccccc2)C1
  A: -1; B: -5; C: -2.1; D: ?; E: -2; F: 1.0; G: 3; H: -0.7; I: -3.8

OC(COc1ccccc1)CN1CCN(C(c2ccccc2)c2ccccc2)CC1 (stereo not given)
  A: -6; B: 8; C: -1.7; D: 22; E: 1; F: -0.2; G: 5; H: 0.2; I: -1.5

Cc1cccc(N(C)C(=O)CN(C)S(=O)(=O)c2ccc3c(c2)c(=O)n(C)c(=O)n3C)c1
  A: -1; B: 4; C: 1.1; D: -1; E: -4; F: -1.0; G: -8; H: -1.2; I: -1.8

Cn1c(O)c(C=NCCN2CCN(C(=O)c3ccccc3)CC2)c(=O)n(C)c1=O
  A: 0; B: 1; C: -0.6; D: -4; E: -2; F: .; G: -3; H: -0.7; I: 0.4

O=C(Cc1cccs1)Nc1nnc(CCc2ccccc2)s1
  A: 4; B: -19; C: -1.3; D: 7; E: 0; F: .; G: 8; H: 2.1; I: -1.8

N#CCC1c2ccccc2CCN1C(=O)Nc1ccc(Cl)cc1 (stereo not given)
  A: -2; B: 1; C: 0.4; D: 3; E: -1; F: .; G: 5; H: 0.0; I: -6.4

CC(C(=O)NC1CCCCC1)N1C(=O)c2cccc3cccc1c23 (stereo not given)
  A: 1; B: -6; C: -0.5; D: -3; E: -3; F: 2.0; G: 11; H: -0.4; I: -3.3

COc1ccc(NS(=O)(=O)c2ccc(NC(C)=O)cc2)cc1OC
  A: 11; B: -3; C: 0.4; D: -2; E: -7; F: .; G: -1; H: -0.5; I: -2.3

CC(C)C(NS(=O)(=O)c1c(Cl)cccc1Cl)C(=O)OCC(=O)c1c[nH]c2ccccc12 (stereo not given)
  A: 7; B: 10; C: 58*; D: -16; E: 15; F: .; G: -10; H: 1.8; I: -5.2

CCOc1ccc(S(=O)(=O)NC(C)C(=O)NCc2ccccn2)cc1 (stereo not given)
  A: 6; B: -10; C: 0.0; D: 1; E: 5; F: 0.6; G: 2; H: 1.7; I: -1.2

Reformatted: results already given.
Every second line gives: PrPC TRFRET	CCHF vOTU inh	BoNT A protease	BoNT F protease	Anthrax LF prot	TcdB GH inh	Yp Topo-I inh	PfHsp40 yeast	FadD28 FP inh
COc1ccccc1COn1c(=O)c(-c2ccco2)[n+]([O-])c2ccccc21
 : -9	5	0.1	-2	-5	1.5	8	-0.6	0.5
CC[C@]12c3[nH]c4ccc(Cl)cc4c3CCN1C(=O)[C@@H](CC(=O)NCCN1CCOCC1)C[C@@H]2C(=O)N1CCN(C(=O)C2CC2)CC1
 : -5	-5	-0.2	-3	1	0.5	9	-0.1	0.4
Cc1ccc(CNC(=O)CCCn2c(=O)c3ccccc3n(CC(=O)NC3CCCC3)c2=O)cc1
 : -3	2	-0.2	4	-1	.	16	0.4	-1.0
COc1cc(C(C)=O)ccc1OCC(O)CN1CCN(S(=O)(=O)c2ccccc2)CC1 (stereo not given)
 : -6	0	1.0	0	1	.	9	-1.4	-5.2
C=CCNC(=O)NC(=O)COn1nnc2ccc(S(=O)(=O)N(C)C)cc21
 : 4	-2	-0.7	6	0	.	3	0.1	-1.0

Next part:
Short forms: A = PrPC TRFRET; B = CCHF vOTU inh; C = BoNT A protease; D = BoNT F protease; E = Anthrax LF prot; F = TcdB GH inh; G = Yp Topo-I inh; H = PfHsp40 yeast; I = FadD28 FP inh
Cc1sc2ncnc(NCC(C)(C)N3CCOCC3)c2c1C
  A: 6; B: 10; C: 0.0; D: 10; E: -2; F: .; G: 4; H: 0.3; I: -2.2

O=C1NC(=O)/C(=C\c2cn(CC(=O)N3CCOCC3)c3ccccc23)S1
  A: -2; B: -6; C: 0.7; D: 4; E: -2; F: 1.2; G: 0; H: 0.3; I: -1.3

CC1CCC(NC(=O)c2nn(C)c3c2CS(=O)(=O)c2ccccc2-3)CC1 (stereo not given)
  A: 5; B: -6; C: -0.1; D: -4; E: 4; F: 0.3; G: 19; H: 0.2; I: 0.2

CCCCN(CC)C(=O)Cc1cn(C)c2ccccc12
  A: -2; B: -9; C: 1.3; D: 4; E: 0; F: .; G: 9; H: 0.8; I: 1.8

Cc1ccc(CNc2cc(C(=O)O)ccc2Cl)s1
  A: 3; B: -16; C: -0.4; D: -27; E: 0; F: 2.7; G: -4; H: 2.1; I: -5.1

O=C(c1cc(Cl)nc2ccccc12)N1CCN(S(=O)(=O)c2cccc(C(F)(F)F)c2)CC1
  A: 0; B: 3; C: 0.3; D: 13; E: 4; F: -0.1; G: 16; H: 8.8; I: -0.2
